Source: PubChem (Sanford-Burnham Center for Chemical Genomics)
Apaf-1 inh: inhibitors of human Apaf-1 apoptosome, primary screen, biochemical, DEVD-Rh110 fluorescence, uHTS; AID 489030, 2010; reconstituted apoptosome caspase-3 activity; Apoptotic protease-activating factor 1 (Homo sapiens), O14727; actives 0.71% (n = 330,000); inhibition, % at 20 µM; active = inhibition of at least 40% at 20 µM;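 also: plate controls were DMSO wells for no effect and DEVD-CHO caspase inhibitor wells for full effect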
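System: reconstituted apoptosome with Apaf-1, cytochrome c, caspase-9, procaspase-3, dATP; Signal: Rh110 fluorescence intensity; Schedule: 30 min compound preincubation, 50 min activation, room temperature; Reagent: cytochrome c trigger plus (Z-DEVD)2-Rh110 caspase-3 substrate.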
NALP3 yeast inh: NALP3 inflammasome inhibitors in reconstituted yeast, primary screen, luminescence, uHTS | actives 0.39% (n = 330,000) | Yeast reconstituted NLRP3/ASC/caspase-1, beta-gal luminescence, 24 h | AID 2825, 2010 | inhibition, % at 10 µM;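 active = inhibition of 50% or more; inactive = inhibition below 50%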;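 also: plate controls were induced DMSO wells for no effect and uninduced yeast grown without galactose for full effect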
SENP8 block-1: human SENP8 protease inhibitors, primary screen, biochemical, fluorescence, Nedd8 protein substrate, uHTS. Sentrin-specific protease 8 (Homo sapiens), Q96LD8. recombinant SENP8. inhibition, % at 20 µM. actives 0.64% (n = 360,000). AID 602440, 2012; in the data active = inhibition mostly above about 40%, no sharp cut-off; inactive = mostly below about 27%
Target sequence (Q96LD8 whole entry, looked up): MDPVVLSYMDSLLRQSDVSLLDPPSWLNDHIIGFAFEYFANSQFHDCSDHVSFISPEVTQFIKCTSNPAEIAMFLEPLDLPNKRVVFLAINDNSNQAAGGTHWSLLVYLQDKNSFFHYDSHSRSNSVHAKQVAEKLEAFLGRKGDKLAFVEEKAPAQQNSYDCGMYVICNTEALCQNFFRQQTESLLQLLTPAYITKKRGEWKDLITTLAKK
SENP7 inh: SENP7 protease inhibitors, primary screen, biochemical, luminescence, uHTS. AID 434973, 2010. inhibition, % at 5 µM. actives 1.5% (n = 330,000). recombinant SENP7, Z-RLRGG-aminoluciferin luminescence, 40 min;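 active = inhibition above about 50% at the single test dose, limit read from the data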;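 also: plate controls were DMSO with enzyme for no effect and no enzyme buffer wells for full effect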
Target sequence (Q9BQF6 706-1050 limits assumed): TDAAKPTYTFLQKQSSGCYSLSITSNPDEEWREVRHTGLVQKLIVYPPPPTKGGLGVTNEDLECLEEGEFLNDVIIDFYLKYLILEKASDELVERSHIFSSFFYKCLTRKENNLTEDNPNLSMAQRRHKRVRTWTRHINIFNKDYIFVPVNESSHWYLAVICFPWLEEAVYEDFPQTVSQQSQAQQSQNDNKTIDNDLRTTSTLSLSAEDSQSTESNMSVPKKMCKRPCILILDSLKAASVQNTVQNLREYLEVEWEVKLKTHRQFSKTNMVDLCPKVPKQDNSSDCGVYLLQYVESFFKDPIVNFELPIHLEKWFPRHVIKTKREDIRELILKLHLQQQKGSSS
SENP1 FRET inh: human SENP1 catalytic domain inhibitors, primary screen, biochemical, FRET, uHTS; Sentrin-specific protease 1 (Homo sapiens), Q9P0U3; recombinant SENP1 catalytic domain, CyPet-SUMO1-YPet FRET cleavage; inhibition, % at 10 µM; actives 0.21% (n = 360,000); AID 624204, 2012;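 active = inhibition at least 30% at 10 µM, raw YFP signal under a set limit, fluorescence ratio 0.5 to 1.5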;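 also: 0% = enzyme with DMSO and 100% = no enzyme wells; some results filed as inactive read as strong as hits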
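Compound: 10 µM single point, 0.5% DMSO; Test system: hSENP1 catalytic domain, recombinant; Timing: 50 min reaction at room temperature; Technique: FRET, CFP and YFP emission; Control set: no-enzyme wells low, DMSO-plus-enzyme wells high control.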
SENP8 block-2: SENP8 protease inhibitors, primary screen, biochemical, luminescence | inhibition, % at 10 µM | AID 2540, 2010 | purified SENP8, Z-RLRGG-aminoluciferin cleavage | Sentrin-specific protease 8 (Homo sapiens), Q96LD8 | actives 1.2% (n = 330,000); in the data active = inhibition above about 50%
PfGluPho inh: PfG6PD enzyme inhibitors, primary screen, biochemical, fluorescence intensity, uHTS; glucose-6-phosphate dehydrogenase-6-phosphogluconolactonase (Plasmodium falciparum 3D7); PfGluPho enzyme, NADPH resazurin-diaphorase fluorescence; inhibition, % at 20 µM; actives 0.78% (n = 350,000); AID 504690, 2011;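 active = inhibition reaching at least a set limit at 20 µM in the primary screen, cut at about 59% in these data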;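 also: 0% = DMSO wells with substrate and 100% = DMSO wells lacking glucose-6-phosphate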
HKDC1 inh: HKDC1 hexokinase inhibitors, primary screen, biochemical, fluorescence, uHTS. AID 493160, 2011. Q2TB90. inhibition, % at 20 µM. actives 0.16% (n = 340,000). recombinant HKDC1, G6PDH/diaphorase resazurin coupled fluorescence;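 active = inhibition above about 35% when tested at 20 µM, limit read from the data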;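 also: plate controls were DMSO wells with enzyme for no effect and DMSO wells lacking enzyme for full effect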
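Assay system: recombinant HKDC1 hexokinase; detection: coupled resazurin fluorescence, excitation 525 nm, emission 613 nm; benchmarks: DMSO-plus-enzyme-mix negative control, buffer-substituted positive control; compound dosing: single 20 µM dose; schedule: 90 min at room temperature in dark; also added: glucose plus 1 mM ATP as hexokinase substrates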
SENP6 block: SENP6 protease inhibitors, primary screen, biochemical, luminescence, uHTS; actives 1.8% (n = 330,000); AID 2599, 2010; inhibition, % at 10 µM; Sentrin-specific protease 6 (Homo sapiens), Q9GZR1; Recombinant SENP6 catalytic domain, aminoluciferin luminescence;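 active = inhibition above about 50% at the single tested dose, limit read from the data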;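 also: plate controls were DMSO wells with enzyme for no effect and DMSO wells lacking enzyme for full effect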
Target sequence (Q9GZR1 628-1112 limits assumed): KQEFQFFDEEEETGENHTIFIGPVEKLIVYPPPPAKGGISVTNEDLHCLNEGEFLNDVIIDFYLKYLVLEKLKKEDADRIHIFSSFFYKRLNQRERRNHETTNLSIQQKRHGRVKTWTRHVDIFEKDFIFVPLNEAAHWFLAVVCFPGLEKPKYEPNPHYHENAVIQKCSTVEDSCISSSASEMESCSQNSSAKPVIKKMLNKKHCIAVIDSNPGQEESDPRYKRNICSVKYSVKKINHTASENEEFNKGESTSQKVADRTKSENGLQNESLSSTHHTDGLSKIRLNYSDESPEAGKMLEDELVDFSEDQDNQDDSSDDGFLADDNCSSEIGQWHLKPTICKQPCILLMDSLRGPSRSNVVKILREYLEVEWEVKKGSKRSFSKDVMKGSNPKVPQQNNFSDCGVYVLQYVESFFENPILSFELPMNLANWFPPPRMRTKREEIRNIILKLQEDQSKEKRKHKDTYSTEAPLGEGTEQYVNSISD
* hit, by the source's call; i = inactive; x = no result given.

SMILES	Apaf-1 inh	NALP3 yeast inh	SENP8 block-1	SENP7 inh	SENP1 FRET inh	SENP8 block-2	PfGluPho inh	HKDC1 inh	SENP6 block
COc1ccc(C(C)(C)C)cc1NC(=O)CCCN1C(=O)CN(C)C1=O	5.6	-9.9	-1.3	19.7	1.0	-10.1	-4.8	0.6	-9.7
COc1ccc(S(=O)(=O)N2CCN(Cc3ccc(OC)c(OC)c3)CC2)cc1	-6.3	14.5	7.6	9.5	1.0	-15.3	-1.9	2.8	-19.0
CCc1ccc(C(=O)C(C)OC(=O)CNS(=O)(=O)c2ccc(C)cc2)cc1 (stereo not drawn)	22.6	12.6	9.3	-2.8	2.5	0.8	-5.5	1.0	-6.1
CCOC(=O)c1ccc(NC(=O)CSc2nc(C)nc3c2c(=O)n(C)c(=O)n3C)cc1	12.7	9.1	-3.2	1.8	1.8	3.8	-2.4	1.3	-3.8
CC(=O)c1cccc(OCc2cc(C(=O)N(C)CCc3cnn(C)c3)no2)c1	-4.2	10.9	12.4	-0.1	-2.0	3.1	-1.3	-2.2	0.7
COC(=O)c1ccc(NC(=S)NCCCN2CCCC2=O)cc1	7.3	-13.1	4.9	-7.7	1.8	-3.3	-8.2	9.3	-5.0
Cc1ccccc1OCC(=O)N1N=C(c2cccnc2)CC1(O)C(F)(F)F (stereo not drawn)	-4.3	8.2	19.4	-7.4	1.2	0.7	-5.4	-5.8	1.3
COc1ccc(NS(=O)(=O)c2ccc(OC)c(NC(=O)CCC3CCCCC3)c2)cc1	21.7	12.9	23.2	-2.4	-1.3	-1.2	-5.0	-5.8	-4.8
O=C1NCCCC1C(=O)N/N=C/c1ccc(Cl)cc1 (stereo not drawn)	2.0	15.4	4.9	1.9	2.7	4.1	4.7	-2.2	-6.5
Cc1ccc(C(C2=C(O)CC(C)(C)CC2=O)C2C(=O)CC(C)(C)CC2=O)o1 (stereo not drawn)	3.6	23.2	18.0	-9.2	1.6	-11.4	-10.8	-0.8	-25.7
CN1CCN(C(=O)c2ccccc2-c2nc(-c3ccccc3)no2)CC1	-16.7	6.8	11.4	-5.2	1.9	-1.8	-10.1	-5.7	-6.2
CCC(C)(C)NC(=O)C(c1ccccc1F)N(Cc1ccco1)C(=O)Cn1nnc2ccccc21 (stereo not drawn)	10.9	-2.6	8.6	4.4	2.5	3.8	-5.9	-4.6	4.7
Clc1ccc(-c2nnc(-c3ccc(Br)o3)o2)c(Cl)c1	8.9	28.2	-169.9	35.0	-0.5	-17.3	-16.2	1.2	-1.9
O=C(CSc1nnnn1C1CCCC1)N1CCCCC1	-2.6	22.4	12.3	-5.1	-1.2	1.4	-1.1	2.1	-5.0
COCCN(C(=O)c1ccc(N2CCCC2=O)cc1)c1c(N)n(CC(C)C)c(=O)[nH]c1=O	-1.5	16.4	-1.2	1.0	-0.8	-5.8	6.6	-6.7	-8.9
Cn1c(-c2cccc(OCc3ccccc3)c2)nc2c1c(=O)[nH]c(=O)n2Cc1ccccc1	17.9	22.0	-408.8	0.3	-0.8	1.5	-4.5	-6.6	-7.7
O=C(NC1CCCC1)c1ccc2c(c1)N(Cc1ccccc1)CCS2	14.8	12.4	-316.2	-12.9	3.1	-2.7	8.1	1.0	5.0
CCOC(=O)N1CCN(C(=O)CSc2nnc(-c3c[nH]c4ccccc34)n2CCOC)CC1	-7.6	6.0	20.3	3.9	1.7	2.8	-3.7	-10.1	-14.2
N/C(=N\N=C\c1ccco1)SC1CC(=O)N(c2ccc(C(=O)O)cc2)C1=O (stereo not drawn)	11.8	6.8	19.5	3.6	1.5	4.7	9.2	-8.1	-3.9
NC(=O)C1CCCN(Cc2ccc(Cl)cc2)C1 (stereo not drawn)	8.8	-9.3	12.6	-0.9	1.6	-0.9	-4.2	-5.4	-6.5
COc1cccc(C(C(=O)NCC2CCCO2)N(C(=O)Cn2nnc3ccccc32)c2ccc(NC(C)=O)cc2)c1OC (stereo not drawn)	5.7	-14.1	12.1	0.6	-2.3	-5.2	1.5	-5.3	8.3
CCOCCn1cnc2sc(C(=O)NCCCN3CCOCC3)c(C)c2c1=O	3.1	4.4	10.0	2.3	-0.7	6.2	0.5	-9.2	2.4
Cc1cccc(CS(=O)(=O)Cc2ccc(C(=O)NC3CCCC3)o2)c1	-0.8	17.9	-8.2	-2.4	0.1	2.1	3.5	2.4	3.0
COc1ccccc1CCNC(=O)c1ccc2nc[nH]c2c1	-7.4	14.5	2.0	4.1	-2.1	-7.6	-4.3	7.2	-17.2
COc1ccc(CCNC(=O)CCc2ccccc2)cc1OC	-6.5	17.1	17.5	0.1	2.3	-2.9	-0.9	8.8	5.4
CCCCn1nc(C(=O)NCC2COc3ccccc3O2)c2ccccc2c1=O (stereo not drawn)	14.4	27.1	-0.9	4.3	2.4	-1.3	14.1	3.1	-3.0
CCCOc1ccc(-c2nc(C#N)c(NCCCn3ccnc3)o2)cc1	5.5	12.5	-304.5	-6.1	-0.6	-10.6	2.4	1.2	-16.0
S=C(NCCc1ccccc1)Nc1cnc2ccccc2c1	11.8	18.8	-14.9	4.6	1.2	-10.0	18.0	1.4	-11.5
CSc1c(CC(=O)Nc2ccccc2)n(C)c2ccccc12	-3.2	32.6	9.5	-1.1	0.6	0.7	-4.3	-6.4	3.6
Cc1cc(C(=O)CN2C(=O)NC3(CCCCC3C)C2=O)c(C)n1Cc1cccs1 (stereo not drawn)	-4.8	11.7	11.0	0.5	-3.8	-3.9	-0.3	-5.7	-22.0
CCn1cc(C(=O)O)c(=O)c2cc(F)c(N3CCN(C(=S)NC(=O)c4ccccc4F)CC3)cc21	-21.6	9.8	-332.8	-5.5	2.9	-0.6	21.5	-9.7	-16.4
O=C(NCc1ccccc1Cl)c1ccc(S(=O)(=O)N2CCCC2)cc1	5.6	3.9	5.7	-8.4	-0.8	3.1	5.2	-4.9	-0.1
CSc1nsc(SCC(=O)Nc2nc3ccc(C)cc3s2)n1	-4.3	-12.5	-1.1	10.2	-5.1	-12.0	-8.5	-1.6	-9.0
CC(=O)c1ccc(NC(=O)CC2Nc3cccc4cccc(c34)NC2=O)cc1 (stereo not drawn)	88.7*	26.2	-9.0	56.3*	-25.3	50.3*	44.1	6.4	88.5*
Cc1nc(/N=C(\N)NC(=O)N2c3ccccc3Sc3ccccc32)nc2ccccc12	1.5	45.5	-12.9	3.3	-0.8	1.7	31.2	-1.4	10.1
CCc1ccccc1NCC(=O)Nc1ccccc1C(=O)OC	24.2	24.8	13.5	-0.9	0.8	-3.2	18.1	11.8	-15.1
O=[N+]([O-])c1ccc(C=NNc2ccc(S(=O)(=O)O)cc2)cc1	x	x	25.9	x	73.3*	x	-14.9	6.3	x
CC(C)(C)OC(=O)N1CCN(c2ccc(CNC(=O)c3ccc(Cl)cc3)cc2)CC1	21.3	7.0	23.6	2.5	-0.6	-4.5	-1.7	3.7	-0.9
COc1ccc(/C=C2\CC/C(=C\c3ccc(OC)cc3OC)C2=O)c(OC)c1	-4.1	3.5	-87.6	-3.0	-37.7	-8.4	10.3	-0.4	10.8
CC(=O)Nc1ccc2nc(-c3cccnc3)[nH]c2c1	5.9	5.8	i	-5.2	0.8	-8.5	17.8	-1.3	-12.4
O=C(c1ccc2c(c1)OCO2)N1CCOCC1	-7.8	12.1	22.1	0.2	0.1	2.3	4.9	-5.3	-20.9
O=C(O)CCc1ccc(-c2cccs2)n1NC(=O)c1cccs1	2.9	13.0	-14.4	-5.8	-14.4	-13.6	2.3	-17.7	-8.0
COc1cc2c(cc1OC)CN(C(=O)c1cc(S(=O)(=O)N3CCOCC3)ccc1C)CC2	6.4	-8.3	7.7	-7.9	-3.3	-9.3	0.0	-4.6	-8.1
O=C(Nc1ccc(F)c(F)c1)c1ccccc1-c1ccccc1	-2.9	10.6	7.0	-6.2	1.8	-2.5	10.7	-4.2	-15.1
c1ccc(C2(CN3CCNC[C@@H]3CC3CCCCC3)CC2)cc1	32.1	30.1	8.7	8.2	0.1	2.4	1.1	-4.7	-2.7
CCc1ccccc1Nc1nc(N)nc(COC(=O)CCNS(=O)(=O)c2ccccc2)n1	13.4	-6.2	-47.5	-12.3	-5.4	-8.0	11.9	-3.4	-9.4
Cc1ncn(-c2ccc(C(=O)Oc3ccccc3)cn2)n1	-4.2	13.3	13.6	3.1	0.4	-2.5	-12.3	-12.2	1.4
COc1ccc(CCC(=O)Nc2nc3c(s2)CN(C)CC3)cc1OC	-1.1	13.3	26.4	0.4	-43.3	5.3	-9.4	-8.7	-7.0
CN1CCN(CCCNC(=O)Cn2ncc3c4ccccc4n(C)c3c2=O)CC1	22.1	20.9	-89.2	9.6	1.4	-11.5	-0.5	-6.1	5.7
O=[N+]([O-])c1ccc(N2CCN(c3ccccc3F)CC2)nc1	x	x	22.2	x	1.9	x	-5.8	-3.5	x

Following part.
SMILES	Apaf-1 inh	NALP3 yeast inh	SENP8 block-1	SENP7 inh	SENP1 FRET inh	SENP8 block-2	PfGluPho inh	HKDC1 inh	SENP6 block
COc1ccc(/C=N/NC(=O)c2[nH]nc3c2CCc2ccccc2-3)cc1OC	14.2	1.2	-85.8	5.3	-0.8	3.2	-12.1	12.6	8.1
CCOc1ccc(C(=O)NCCCN2CCOCC2)cc1OCC	5.9	21.6	1.3	-6.1	1.4	-5.7	5.7	8.6	-19.5
COC(=O)N1C(=O)[C@@](c2ccccc2)(C(C)C)N1C(=O)OC	4.2	0.3	12.8	-3.5	2.8	-2.8	-7.5	-6.1	-1.6
NC(N)=N/N=C(\N=Nc1ccccc1)c1ccc(Cl)cc1	x	x	23.1	x	0.5	x	10.5	-3.7	x
O=c1[nH]c(-c2ccccc2)cnc1-c1ccccc1	-16.4	4.0	-406.5	73.7*	-121.8	33.2	-12.0	-6.4	52.0*
O=C(CCS(=O)(=O)c1ccccc1)Nc1ccc(S(=O)(=O)Nc2nccs2)cc1	-3.4	17.4	14.9	17.3	0.4	2.1	-21.6	-2.9	28.2
